# Bioassay records deposited in PubChem by several laboratories.
# MsrA inhibitor – bovine MsrA enzyme inhibitors, primary screen, biochemical, absorbance, HTS | AID 651718, 2012 | 0.75% of 360,000 active | inhibition, % at 15.5 µM | purified bovine MsrA, absorbance read-out | Methionine sulfoxide reductase A (Bos taurus); in the data active = inhibition above about 4.5%;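 also: 0% = vehicle wells with enzyme and 100% = reference inhibitor wells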
# Neddyl block – inhibitors of cullin neddylation, primary screen, biochemical, TR-FRET, uHTS, NAE and Ubc12; NEDD8-conjugating enzyme Ubc12 (Homo sapiens) + NEDD8-activating enzyme E1 regulatory …; calls only at 25 µM; 0.58% of 360,000 active; in the data active = inhibition above about 36%
# bovine MsrA act – bovine MsrA enzyme activators, primary screen, biochemical, absorbance, HTS; Methionine sulfoxide reductase A (Bos taurus); purified bovine MsrA, absorbance read-out; activation, % at 10.6 µM; 0.3% of 360,000 active; AID 602163, 2012; in the data active = activation above about 7.5%;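 also: 0% = vehicle and 100% = reference activator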
# Rin1 Abl inh – inhibitors of Rin1-Abl protein binding, primary screen, biochemical, TR-FRET; Tyrosine-protein kinase ABL1 (Homo sapiens) + Ras and Rab interactor 1 (Homo sapiens), …; inhibition, % at 7.35 µM; 0.4% of 360,000 active; AID 588664, 2011; in the data active = inhibition above about 5%, passing the limit was not always enough
# TbMetRS inhib – T. brucei MetRS inhibitors, primary screen, biochemical, luminescence | methionyl-tRNA synthetase (Trypanosoma brucei brucei) | AID 624268, 2012 | inhibition, % at 11.9 µM | 0.4% of 360,000 active | purified T. brucei MetRS, ATP depletion, Kinase-Glo luminescence;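 active = inhibition above a per-plate cutoff of the control wells' mean inhibition plus 3 SD, cut at about 5.5% in these data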;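 also: 0% = DMSO wells median and 100% = median of wells with control inhibitor compound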
#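 Material – parasite MetRS enzyme · Medium – HEPES-MgCl2-KCl buffer plus DTT, spermine, BSA, pyrophosphatase · Reagent – ATP, methionine and E. coli bulk tRNA substrates · Times – 15 min enzyme-compound preincubation, 2 h reaction, 10 min detection, 25 °C · Measured by – luminescence of leftover ATP · Evaluation – percent inhibition relative to median high and low control wells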
# E coli Lon inh – inhibitors of E. coli Lon protease, primary screen, biochemical, fluorescence polarization; purified E. coli Lon protease; 0.42% of 360,000 active; inhibition, % at 7.94 µM; P0A9M0; in the data active = inhibition above about 13%, passing the limit was not always enough;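 also: 0% = enzyme with probe and DMSO and 100% = no enzyme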
# Target sequence (P0A9M0 whole entry, looked up): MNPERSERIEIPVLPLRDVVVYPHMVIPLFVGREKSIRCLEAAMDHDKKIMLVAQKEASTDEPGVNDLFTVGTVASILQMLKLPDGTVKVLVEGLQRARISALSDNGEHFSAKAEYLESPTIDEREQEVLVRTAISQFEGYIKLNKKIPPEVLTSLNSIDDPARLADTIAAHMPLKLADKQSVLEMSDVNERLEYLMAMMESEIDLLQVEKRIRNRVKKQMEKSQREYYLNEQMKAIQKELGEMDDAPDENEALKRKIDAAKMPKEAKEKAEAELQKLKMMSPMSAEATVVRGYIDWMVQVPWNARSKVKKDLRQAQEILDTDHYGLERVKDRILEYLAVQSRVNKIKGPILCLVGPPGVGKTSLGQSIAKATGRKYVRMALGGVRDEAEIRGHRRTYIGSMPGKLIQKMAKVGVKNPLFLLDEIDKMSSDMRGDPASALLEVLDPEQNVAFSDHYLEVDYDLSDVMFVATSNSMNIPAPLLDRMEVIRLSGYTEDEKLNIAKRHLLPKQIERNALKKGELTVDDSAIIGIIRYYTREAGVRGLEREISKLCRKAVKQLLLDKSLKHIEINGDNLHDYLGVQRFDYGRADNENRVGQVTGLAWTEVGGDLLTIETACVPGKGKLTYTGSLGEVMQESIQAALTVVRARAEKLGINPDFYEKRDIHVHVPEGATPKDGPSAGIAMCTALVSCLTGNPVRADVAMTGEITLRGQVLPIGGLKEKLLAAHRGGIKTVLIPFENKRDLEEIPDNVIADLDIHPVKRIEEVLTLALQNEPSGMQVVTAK
# CSN deneddyl inh – inhibitors of CSN-mediated cullin deneddylation, primary screen, biochemical, fluorescence polarization, uHTS | inhibition, % at 12.5 µM | COP9 signalosome complex subunit 5 (Homo sapiens), Q92905 | 0.38% of 360,000 active | Purified CSN, SCF-Nedd8-OG deneddylation;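 active = pattern-corrected inhibition above about 35%, with an unprinted fluorescence ratio check between 0.5 and 1.5, limit read from the data, passing the limit was not always enough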;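 also: 0% = enzyme with substrate and 100% = substrate without enzyme; some results filed as inactive read as strong as hits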
#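 Assay system: HEK293T-derived human Csn5 enzyme; quantity: 0.24 nM enzyme; medium: Tris/NaCl/DTT buffer, pH 7.5; also added: substrate SCFSkp2-Nedd8OG, 10 nM; doses: 12.5 µM compound; schedule: 90 min reaction at room temperature; signal: FP; read-out: % inhibition of substrate cleavage by Csn5; benchmarks: substrate-only high control, full reaction low control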
# MLLE-PAM2 inh – inhibitors of PABP1 MLLE–PAM2 peptide binding, primary screen, biochemical, fluorescence polarization, FITC-PAM2, GST-MLLE; Polyadenylate-binding protein 1 (Homo sapiens), P11940; inhibition, % at 20 µM; 0.36% of 360,000 active; AID 588489, 2011; in the data active = inhibition above about 35%, passing the limit was not always enough;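 also: plate controls were DMSO wells with GST-MLLE for no effect and wells lacking GST-MLLE protein for full effect; some results filed as inactive read as strong as hits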
# FAS TE block – FAS thioesterase domain inhibitors, primary screen, biochemical, fluorescence intensity, uHTS. Fatty acid synthase (Homo sapiens), P49327. recombinant FAS-TE, OMFH fluorogenic substrate, fluorescence endpoint. inhibition, % at 15 µM. 0.67% of 360,000 active. AID 602261, 2012;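 active = compounds whose normalised, plate-corrected inhibition of enzyme fluorescence in the single-dose primary screen is 50% or more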;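 also: 0% = DMSO with enzyme and 100% = substrate without enzyme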
# Active calls of the source: *; i = inactive; x = not tested or not shown.
# Screens in order – MsrA inhibitor, Neddyl block, bovine MsrA act, Rin1 Abl inh, TbMetRS inhib, E coli Lon inh, CSN deneddyl inh, MLLE-PAM2 inh, FAS TE block
O=C(NC(Cc1c[nH]c2ccccc12)c1nnc2n1CCCCC2)c1ccccc1 (stereo not drawn)
 : -2.2, i, -1, 0, 0.0, 1, -9, -6, -2
NC1=C(c2ccc([N+](=O)[O-])cc2)C(=O)CO1
 : 4.0, i, -7, -4, -1.0, 4, 6, 7, -12
O=C(Nc1nc(-c2cccs2)cs1)c1ccc(S(=O)(=O)N2CCCCC2)cc1
 : 0.5, i, -1, -2, -0.2, -3, 6, 4, 20
CCCN(CCC)C1=CC(=[N+]2CCCC2)CC(C)(C)C1
 : 5.1*, i, -9, 1, -0.6, 13, 4, -143, -11
Cc1ccc(/C=C2\S/C(=N/S(=O)(=O)c3cccs3)NC2=O)cc1
 : 1.8, i, -3, -2, 0.0, 0, 13, 5, 5
CCN(CC(=O)NC(C)(C)C)C(=O)C(c1ccccc1)c1ccccc1
 : -1.0, i, -11, 0, -0.6, 5, -4, -12, -1
O=C(COC(=O)c1c(F)cccc1Cl)NC(=O)Nc1ccc2c(c1)OCCO2
 : -0.9, i, -2, 4, -0.3, 0, -5, -20, 4
CSc1ccc(C(O)c2ncc(-c3cccc(OCc4ccccc4)c3)[nH]2)cc1 (stereo not drawn)
 : -0.6, i, 1, 2, 0.1, 2, -4, -10, 13
CNc1nnc(-c2ccc(C)cc2)c2ccccc12
 : 1.8, i, -11, -4, -0.8, 0, -7, 4, -1
CC1(C)CC(=O)C(CS(=O)(=O)c2ccccc2)=C(Cl)C1
 : -0.1, i, -2, -1, -0.2, -5, -3, 5, -1
COC(=O)c1ccc(SCC(=O)NC2CCCC2)c([N+](=O)[O-])c1
 : -0.5, i, -3, 1, -0.1, -1, -1, 20, -1
COC(=O)c1ccc(NC(=O)Nc2cccc(F)c2)cc1
 : -0.5, i, -2, -4, 1.1, -6, 3, 11, 7
O=C(COc1coc(CN2CCN(c3ccccc3)CC2)cc1=O)Nc1ccccc1F
 : 0.5, i, -14, 0, -0.5, 10, 5, 21, -3
Fc1cccc(/C=N/NC(=S)Nc2ccccc2Cl)c1
 : 2.1, i, -12, -2, -1.1, -3, -1, 26, -4
Cc1ccc(NC(=O)C(=Cc2ccc(C(=O)O)cc2)C(=O)Nc2ccc(C)cc2C)c(C)c1
 : x, i, 1, 1, 0.0, -5, 8, -6, 11
Cc1ccc(C(=O)Nc2ccc3c(c2)OCO3)cc1S(=O)(=O)N1CCCC1
 : 0.0, i, 0, 3, -0.3, -9, 0, 7, 6
CCC(c1nc2ccccc2c(=O)n1CCCn1ccnc1)N1C(=O)c2ccccc2C1=O (stereo not drawn)
 : 0.4, i, -2, 15*, -0.2, -2, -3, 2, -6
CCC(C)c1ccccc1NC(=O)C(C)OC(=O)c1ccco1 (stereo not drawn)
 : 1.7, i, -2, 0, -0.1, 5, -1, 1, -5
CCOC(=O)C1CCCN(C(=O)C(=O)Nc2ccc3nc4n(c(=O)c3c2)CCCCC4)C1 (stereo not drawn)
 : 0.4, i, -9, -2, -0.9, 5, 0, -7, -8
CC1Sc2ccc(C(=O)N(CCc3ccccc3)Cc3ccccc3)cc2NC1=O (stereo not drawn)
 : -0.8, i, 2, -1, 0.0, -4, -2, -44, 18
CC(C)C(=O)Nc1nnn(C)n1
 : 1.2, i, -4, -1, -0.7, 6, -1, 11, -10
Fc1ccc(Nc2ncnc3sc4c(c23)CCC4)cc1F
 : 0.0, i, -1, -2, 0.1, -7, 3, 0, -10
Cc1ccc(CN(Cc2ccco2)C(=S)NCC(=O)NCc2cccnc2)cc1
 : 0.4, i, 1, -1, -0.9, -7, 6, -115, -3
CN(C)C(/C=C/Nc1ccc(O)cc1)=C(C#N)C#N
 : 1.0, i, -5, 8, -1.1, 4, -3, -3, -5
CC(=O)Nc1ccc(Oc2ccc3c(c2)C(=O)NC3=O)cc1
 : -0.5, i, -3, -2, 0.6, -5, -1, -8, -4
CC(C(=O)OCC(=O)c1ccc([N+](=O)[O-])cc1)N1C(=O)C2C3CCC(C3)C2C1=O (stereo not drawn)
 : -0.8, i, 2, 1, -0.2, 1, 2, 2, 6
Cc1cc(S(=O)(=O)Nc2nc(CN3CCOCC3)nc3sc4c(c23)CCC4)cc(C)c1C
 : 0.4, i, 0, 0, -0.2, -13, 15, -4, -4
CCOC(=O)c1[nH]c(Cc2[nH]c(C(=O)OCC)c(C)c2CCC(=O)OC)c(CCC(=O)OC)c1C
 : -0.6, i, -5, 2, -0.8, -2, 0, 1, 9
Cc1cccc(C)c1NC(=O)C1c2ccccc2OCC(=O)N1Cc1cccnc1 (stereo not drawn)
 : -0.9, i, 0, x, 0.4, -5, -1, x, -12
CCOc1ccc(NC(=O)CN(C)C(=O)COc2cccc3c2OC(C)(C)C3)cc1OCC
 : 1.6, i, -9, 5, -0.5, -7, -3, -21, -4
O=C(Cc1cccs1)Nc1ccccc1C(=O)O
 : -0.1, i, -8, -5, -1.5, 1, -2, 1, -9
COc1ccc(S(=O)(=O)N2CCN(CCOc3ccc(Br)cc3)CC2)cc1OC
 : 0.2, i, 2, 1, -0.3, 7, -1, -5, 29
CCN1CCN(Cc2ccc(NC(=O)c3ccc(C)c(NC(=O)c4ccnnc4)c3)cc2C(F)(F)F)CC1
 : -0.6, i, -4, 3, -0.5, -6, 6, 2, -11
NC(=O)NN=C1CCC(OCc2ccccc2)CC1CC(=O)O (stereo not drawn)
 : 0.3, i, -14, 3, -1.5, -10, 1, -9, -8
O=C(CSc1nnc(Cc2ccccc2)o1)NCCc1ccccc1
 : -0.6, i, 0, 1, 0.8, -11, -4, -7, 0
CCSC1=NCCN1S(=O)(=O)c1ccc(NC(C)=O)cc1
 : -0.3, i, -4, 2, -0.7, -2, 0, 4, -4
Cc1cc(C(=O)COC(=O)c2csc3c2CCCC3)c(C)n1C
 : -0.4, i, 0, -2, 0.0, -8, 4, 5, 3
CCOC(=O)CSc1ncnc2c1cnn2-c1ccccc1
 : -0.7, i, -4, -6, -1.3, -8, 5, 5, 9
CC(C)CNC(=O)C(=O)NCCC1CCCCN1S(=O)(=O)c1cccs1 (stereo not drawn)
 : 0.1, i, -8, -1, -0.6, 6, 3, 4, -2
CC1CCN(CC(=O)Nc2sc3c(c2C#N)CCC3)CC1
 : 1.2, i, -1, 1, 0.1, 3, -1, -3, -2
CCC(CC)C(=O)Nc1cccc(/C(C)=N/NC(=O)c2ccccc2Cl)c1
 : 1.7, i, 0, -2, 0.4, 0, 3, -13, -2
c1ccc(C(Nc2cccnc2)c2ccccc2)cc1
 : 1.0, i, 1, 2, -0.1, -4, -2, 3, 12
Cc1ccc(NC(=O)c2oc3ccccc3c2NC(=O)C2CCCO2)cc1C (stereo not drawn)
 : 2.6, i, -1, -3, -0.4, 0, 4, 4, 24
C/C(=C\C(=O)c1ccncc1)Nc1ccccc1O
 : 3.2, i, -5, -2, -0.5, 17, 1, -1, -7
COc1cc(C)ccc1OCCOc1c(C)cccc1Cl
 : 0.6, i, -4, -4, -1.6, 4, 3, -6, 15
Cc1ccc(S(=O)(=O)N2CCOCC2)cc1C(=O)NC(=S)N1CC(C)OC(C)C1 (stereo not drawn)
 : 1.0, i, -4, -2, 0.1, -1, -3, -4, -6
CN1C(=O)/C(=C2\SC(=S)N(NC(=O)c3cccnc3)C2=O)c2ccccc21
 : 1.6, i, -7, 0, -0.5, 3, 2, 36, -5
Cc1cncc(NCc2cccc(Cl)c2)n1
 : 0.8, x, -3, -5, -0.1, -2, -1, 3, -6
O=C(NC1CCCC1)C(c1ccccc1)N(C(=O)c1ccco1)C1CCCC1 (stereo not drawn)
 : 0.4, i, 1, 0, -0.7, 2, 5, -4, 4
C(=N\NC1=Nc2cccc3cccc1c23)/c1ccccn1
 : -0.6, i, -1, -3, 0.3, -43, 14, -68, 9
COc1ccc(/C=N/N2CCN(c3ccncc3S(=O)(=O)N3CCCCC3)CC2)cc1
 : -0.4, i, 0, 2, -0.8, -5, -3, 15, 12
CCCCCCc1ccc(N2C[C@H](CCCCC)[C@@H](CC(=O)NCc3ccccc3)C2=O)cc1
 : 1.5, i, 0, -1, 0.2, -5, 3, 6, 20
CC(=O)OC(C)(C)C1Cc2cc3ccc(=O)oc3cc2O1 (stereo not drawn)
 : 1.6, x, 0, 5, 0.1, -4, -1, -92, 2

# Part of the list above in a different format:
Compound | MsrA inhibitor | Neddyl block | bovine MsrA act | Rin1 Abl inh | TbMetRS inhib | E coli Lon inh | CSN deneddyl inh | MLLE-PAM2 inh | FAS TE block
CCN1CCN(Cc2ccc(NC(=O)c3ccc(C)c(NC(=O)c4ccnnc4)c3)cc2C(F)(F)F)CC1 | -0.6 | i | -4 | 3 | -0.5 | -6 | 6 | 2 | -11
NC(=O)NN=C1CCC(OCc2ccccc2)CC1CC(=O)O (stereo not drawn) | 0.3 | i | -14 | 3 | -1.5 | -10 | 1 | -9 | -8
O=C(CSc1nnc(Cc2ccccc2)o1)NCCc1ccccc1 | -0.6 | i | 0 | 1 | 0.8 | -11 | -4 | -7 | 0
CCSC1=NCCN1S(=O)(=O)c1ccc(NC(C)=O)cc1 | -0.3 | i | -4 | 2 | -0.7 | -2 | 0 | 4 | -4
Cc1cc(C(=O)COC(=O)c2csc3c2CCCC3)c(C)n1C | -0.4 | i | 0 | -2 | 0.0 | -8 | 4 | 5 | 3
CCOC(=O)CSc1ncnc2c1cnn2-c1ccccc1 | -0.7 | i | -4 | -6 | -1.3 | -8 | 5 | 5 | 9
CC(C)CNC(=O)C(=O)NCCC1CCCCN1S(=O)(=O)c1cccs1 (stereo not drawn) | 0.1 | i | -8 | -1 | -0.6 | 6 | 3 | 4 | -2
CC1CCN(CC(=O)Nc2sc3c(c2C#N)CCC3)CC1 | 1.2 | i | -1 | 1 | 0.1 | 3 | -1 | -3 | -2
CCC(CC)C(=O)Nc1cccc(/C(C)=N/NC(=O)c2ccccc2Cl)c1 | 1.7 | i | 0 | -2 | 0.4 | 0 | 3 | -13 | -2
c1ccc(C(Nc2cccnc2)c2ccccc2)cc1 | 1.0 | i | 1 | 2 | -0.1 | -4 | -2 | 3 | 12
Cc1ccc(NC(=O)c2oc3ccccc3c2NC(=O)C2CCCO2)cc1C (stereo not drawn) | 2.6 | i | -1 | -3 | -0.4 | 0 | 4 | 4 | 24

# The order is random. Share with any hit: about 4%.
